Source: PubChem BioAssay
Myeloid diff MLP: myeloid differentiation induction. ER-HoxA9 myeloid progenitors, lysozyme-GFP differentiation, flow cytometry. calls only at 10 µM. 360,000 tested, 1% active;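 active = normalized GFP-positive differentiation at or above the plate's own cutoff, the solvent-only control mean plus 3 SD; inconclusive = no clear call, values can overlap the other calls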;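 also: cells exposed to compound for four days before flow analysis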
Myeloid diff MLP GFP+ MAC1+ %: further read-out of Myeloid diff MLP, marked with its call; GFP+ MAC1+ double positive, %; measured here: differentiation confirmed by MAC1 staining
* hit, by the source's call; i = inactive; ? = inconclusive; nt = no result given. Only part of the results is shown; rates above refer to the full screens.

nr	mol	Myeloid diff MLP	Myeloid diff MLP GFP+ MAC1+ %
1	CC(C)(CNC(=O)c1ccc(S(=O)(=O)Nc2cccc(C(F)(F)F)c2)cc1)N1CCOCC1	i	0.3
2	C[C@@H](c1ccccc1)N1C[C@@H](COCc2ccccc2)Oc2cc(N3CC[C@@H](N(C)C)C3)ccc2S1(=O)=O	i	1.3
3	CCN(CC(=O)Nc1c(F)cccc1F)C(=O)c1ccc2ncsc2c1	i	0.6
4	CO[C@H]1CN(C)C(=O)c2ccc(NC(=O)C3CCC3)cc2OC[C@H](C)N(Cc2ccccn2)C[C@@H]1C	i	1.2
5	CCOC(=O)C1=CCC(c2ccccc2C)N(S(=O)(=O)c2ccc(C)cc2)C1 (configuration not stated)	i	1.4
6	O=C(OCC(=O)N(CCc1ccccc1)Cc1ccccc1)c1ccc(F)c(S(=O)(=O)N2CCOCC2)c1	i	0.5
7	COc1ccc(C2CCc3cc(OC)c(OC)cc3C2NC=O)cc1OC (configuration not stated)	i	0.5
8	CC1CCCCC1NC(=O)COC(=O)Cc1ccc(Cl)cc1 (configuration not stated)	i	1.4
9	O=C(CCNS(=O)(=O)c1ccccc1C(F)(F)F)NNC(=O)c1csc(N2CCOCC2)n1	i	1.1
10	COc1cccc(C(=O)NCC(=O)OC(C)C(=O)NC23CC4CC(CC(C4)C2)C3)c1 (configuration not stated)	i	0.5
11	Brc1ccc2nc(C3CCCCC3)c(Cc3ccsc3)n2c1	i	1.1
12	O=C(NNC(=O)c1cccc2ccccc12)c1ccc(F)cc1	i	0.6
13	CC1CCCCC1NC(=O)Cn1cc([N+](=O)[O-])ccc1=O (configuration not stated)	i	0.5
14	CCN(C[C@H]1N[C@@](Cc2ccccc2)(C(=O)OC)[C@H]2C(=O)N(C)C(=O)[C@@H]12)C(=O)Nc1ccccc1	i	0.4
15	O=C(OCC(=O)N1CCCCC1)c1cc(S(=O)(=O)N2CCOCC2)c(Cl)cc1Cl	i	1.4
16	COc1ccc([C@H]2N[C@]3(CCCN(Cc4cccn4C)C3=O)[C@H]3C(=O)N(Cc4ccccc4)C(=O)[C@@H]23)cc1	i	4.0
17	COc1ccccc1-c1noc2c1C(=O)NCC2	i	0.2
18	Cc1ccc(S(=O)(=O)N2C[C@H]3N(C(=O)OC(C)C)N(C(=O)OC(C)C)C[C@H](OC(=O)NC4CCCC4)[C@@]3(O)C2)cc1	i	1.0
19	CCCNC(=O)C1(C)CCCN(C(=O)C(c2ccccc2)c2ccccc2)C1 (configuration not stated)	i	0.9
20	CC1CN(Cc2nc3c(c(=O)n(C)c(=O)n3C)n2CCCc2ccccc2)CC(C)O1 (configuration not stated)	i	1.5
21	CC1=C(C(=O)N2CCOCC2)CC(CC(=O)NC2CC2)C(=O)N1Cc1ccc(C(C)(C)C)cc1 (configuration not stated)	i	0.1
22	Cc1ccc(C)c(OCCC(=O)OCC(=O)NC2CC2)c1	i	0.9
23	O=C(Nc1ccccc1Cl)OCC#CCOC(=O)Nc1ccccc1Cl	i	1.3
24	O=C(Cc1ccc(NC(=O)C2CCN(C(=O)C3CCC3)CC2)cc1)Nc1cccc(C(=O)N2CCCC2)c1	i	0.7
25	COc1ccc(OC)c(NC(=O)C2(C)CCN2C(=O)Cc2ccccc2)c1 (configuration not stated)	i	0.3
26	CC(C)CNC(=O)c1cccc2c(-c3cccc(C(N)=O)c3)coc12	i	1.4
27	Nc1nc(NC2CCCC2)cc(=O)[nH]1	i	0.4
28	O=C(COC(=O)c1ccc[nH]c1=O)Nc1ccc(N2CCCCC2)cc1	i	0.2
29	COc1ccc(C2CC(c3ccccc3Br)=NN2c2ccc(S(N)(=O)=O)cc2)cc1 (configuration not stated)	i	1.0
30	COC(=O)c1ccc2nc(-c3ccc(OC)c(OC)c3)c(Cc3ccccc3)n2c1	i	0.7
31	Cc1ccc(OCC(=O)Nc2cc(S(=O)(=O)N3CCOCC3)ccc2N2CCCC2)cc1	i	1.3
32	COc1ccc(CCN2CC(C(=O)NCCCc3ccncc3)CCC2=O)cc1 (configuration not stated)	i	0.5
33	CN(Cc1ccccc1)C(=O)c1cccc(NC(=O)Cc2ccc(NC(=O)C3CCCN(C(=O)c4ccccc4)C3)cc2)c1 (configuration not stated)	i	0.9
34	Cc1oc(-c2ccc(F)cc2F)nc1CN1CCN(C(=O)c2ccco2)CC1	i	1.1
35	CCOC(=O)N(C)c1c(CC)nc2c(OCc3ccc(C(F)(F)F)cc3)cccn12	i	2.0
36	CCN(c1ccccc1)S(=O)(=O)c1ccc(C(=O)N2CCN(c3ccccc3)CC2)cc1	i	0.3
37	CC1(C)CC(=O)C=C(/C=C/c2ccccc2)C1	i	3.5
38	COC(=O)c1ccc(Cn2ccc(=O)[nH]c2=O)cc1	i	1.0
39	O=C1N[C@H](Cc2c[nH]c3ccccc23)COC(=O)[C@H](Cc2ccc(F)cc2)C/C=C\C[C@H]1CC(=O)N(CCO)Cc1ccccc1	i	0.2
40	CC(CC(=O)N(CCC1=CCCCC1)c1c(N)n(Cc2ccccc2)c(=O)[nH]c1=O)c1ccccc1 (configuration not stated)	i	1.1
41	O=C(NC1CCCC1)C(c1ccccn1)N(C(=O)c1csnn1)c1ccccc1Br (configuration not stated)	i	0.7
42	O=C(COn1nnc2ccc(S(=O)(=O)N3CCOCC3)cc21)NCc1cccc(Cl)c1	i	0.5
43	COc1ccc(Cl)cc1NC(=O)COC(=O)c1ccc(Br)o1	i	1.6
44	Cc1cc(S(=O)(=O)NCC(c2ccc3c(c2)OCO3)N2CCOCC2)ccc1F (configuration not stated)	i	0.8
45	O=C(c1cccc(C(=O)N2CCC(O)(c3ccccc3)CC2)c1)N1CCC(O)(c2ccccc2)CC1	i	0.6
46	CC(Oc1cccc2cccnc12)C(=O)N/N=C/c1ccc2c(c1)OCO2 (configuration not stated)	i	1.2
47	O=C(COC(=O)c1cc(S(=O)(=O)N2CCOCC2)ccc1Cl)NCc1ccc2c(c1)OCO2	i	0.9
48	COCCNC(=O)C1CCCN(C(=O)c2cc(C)nn2C(C)(C)C)CC1 (configuration not stated)	i	0.7
49	O=C(CSc1nc(-c2ccc(F)cc2)cs1)NCC1CCCO1 (configuration not stated)	i	0.8
50	COc1ccc(-c2c(-c3ccc4c(c3)OCO4)c3ccccc3n2C)cc1	i	1.2

Rewritten with each value named: part of the list above
41) O=C(NC1CCCC1)C(c1ccccn1)N(C(=O)c1csnn1)c1ccccc1Br (configuration not stated)
  Myeloid diff MLP = i	Myeloid diff MLP GFP+ MAC1+ % = 0.7
42) O=C(COn1nnc2ccc(S(=O)(=O)N3CCOCC3)cc21)NCc1cccc(Cl)c1
  Myeloid diff MLP = i	Myeloid diff MLP GFP+ MAC1+ % = 0.5
43) COc1ccc(Cl)cc1NC(=O)COC(=O)c1ccc(Br)o1
  Myeloid diff MLP = i	Myeloid diff MLP GFP+ MAC1+ % = 1.6
44) Cc1cc(S(=O)(=O)NCC(c2ccc3c(c2)OCO3)N2CCOCC2)ccc1F (configuration not stated)
  Myeloid diff MLP = i	Myeloid diff MLP GFP+ MAC1+ % = 0.8

Carrying on.
nr	mol	Myeloid diff MLP	Myeloid diff MLP GFP+ MAC1+ %
51	Cc1ccc(C)c(N2CCN(C(=O)CCc3nc(-c4cccc(F)c4)no3)CC2)c1	i	1.0
52	CSc1ncccc1C(=O)OCC(=O)NC1CCCCC1	i	0.5
53	CCOC(=O)c1c(C)[nH]c(C(=O)OCC(=O)N2CCN(S(=O)(=O)c3ccc(C)cc3C)CC2)c1C	i	1.5
54	Cc1ccc(S(=O)(=O)N(C)C)cc1NC(=O)COC(=O)Cc1ccccc1F	i	0.4
55	CCCNC(=O)c1ccc(N2CCC3(CC2)CC(c2cccc(Br)c2)=NO3)c(NC(=O)c2c(Cl)cccc2Cl)c1	i	1.4
56	COc1cc(CCC(N)c2cccc(O)c2)cc(OC)c1OC (configuration not stated)	i	1.6
57	CCOC(=O)c1c(C)[nH]c(C(=O)COC(=O)c2cc(C)oc2C)c1C	i	0.4
58	Cc1ccccc1S(=O)(=O)N(C)C[C@@H]1OCc2cnnn2CCCC(=O)N([C@H](C)CO)C[C@H]1C	i	2.1
59	Cc1cc(C)cc(Cn2cc(CN3CC(N(C)C)CS3(=O)=O)nn2)c1 (configuration not stated)	i	0.7
60	CC1CCCC(NC(=O)COC(=O)/C=C/c2ccc(F)cc2)C1C (configuration not stated)	i	0.5
61	CCC(NCc1cccnc1)c1ccc(OC)c(OC)c1 (configuration not stated)	i	0.6
62	Cc1ccc(C(=O)CSc2nnc3n2CCCCC3)s1	i	0.1
63	CS(=O)(=O)c1ccc(C(=O)OCC(=O)N2CCCc3ccccc32)cc1	i	0.9
64	Cc1cc(C(F)(F)F)c2c(C)nn(-c3ccccc3)c2n1	i	0.7
65	Cc1ccc(Nc2nc(C)cc(C)c2C#N)c(C)c1	i	0.5
66	COc1ccc(NC(=O)CSCC(=O)Nc2ccc(C)c(S(=O)(=O)N3CCCCCC3)c2)cc1	i	1.5
67	CCc1noc(C)c1C(=O)Nc1cc(Cl)ccc1N1CCCC1	i	0.9
68	Cc1ccc2c(Cl)cc(Cl)c(O)c2n1	i	1.1
69	Cc1ccc(NC(=O)CN(C)C(=O)CNC(=O)c2sc3ccccc3c2Cl)cc1	i	0.5
70	Cc1ccc([C@H]2C[C@H](O)[C@@H](n3cc(-c4ccc(F)cc4)nn3)CN2CC2CCCCC2)cc1	i	0.6
71	COc1ccc(CC(=O)Nc2ccccc2C(C)=O)cc1S(=O)(=O)N1CCOCC1	i	0.5
72	NC[C@H]1O[C@@H](n2ccc(N)nc2=O)[C@H](O)[C@@H]1O	i	1.3
73	O=c1cc(CN2CCN(S(=O)(=O)c3cccc(Cl)c3)CC2)c2ccc(O)cc2o1	i	0.1
74	CCOC(=O)C1=CCN(S(=O)(=O)c2ccccc2F)C1c1ccc(Cl)cc1 (configuration not stated)	i	1.6
75	CCN1C[C@@H]2[C@@H]3C(=O)N(C)C(=O)[C@@H]3[C@](Cc3ccccc3)(C1=O)N2C(=O)c1ccc(C(C)(C)C)cc1	i	0.9

Down the list, as entered above:
Myeloid diff MLP GFP+ MAC1+ % for nos. 67–71: 0.9, 1.1, 0.5, 0.6, 0.5
Myeloid diff MLP for nos. 67–71: i, i, i, i, i

The listing continues.
nr	mol	Myeloid diff MLP	Myeloid diff MLP GFP+ MAC1+ %
76	CC(CSC(=O)c1ccccc1)C(=O)N1c2ccccc2CC1C(=O)O (configuration not stated)	i	0.5
77	O=C(NCc1cccnc1)c1cc(C2CCCCN2C(=O)CCCc2ccccc2)on1 (configuration not stated)	i	0.8
78	CCOC(=O)C1(C)CCCN(C(=O)c2ccccc2F)C1 (configuration not stated)	i	0.5
79	NNC(=O)CNC(=O)Nc1n[nH]c(=S)s1	i	0.8
80	CC1CNC(=S)N(c2ccccc2)C1=O (configuration not stated)	i	11
81	CCCCCC(=O)N1C[C@@H](O)[C@H](n2cc(-c3ccc(F)cc3)nn2)C[C@@H]1c1ccc(C)cc1	i	1.2
82	COCCN(C(=O)COC(=O)CCCOc1ccc(OC)cc1)c1c(N)n(Cc2ccccc2)c(=O)[nH]c1=O	i	0.5
83	O=C(CCNC(=O)c1ccccc1)NC1CCCc2ccccc21 (configuration not stated)	i	1.5
84	Cc1ccc(C)c(OCCC(=O)NNC(=O)c2cc(C)oc2C)c1	i	0.5
85	COc1cc([C@H]2c3c(cc(OC)c(O)c3OC)C[C@@H](CO)[C@@H]2CO[C@@H]2O[C@H](CO)[C@@H](O)[C@H](O)[C@H]2O)cc(OC)c1O	i	2.3
86	CC(=O)c1c(C)[nH]c(C(=O)OCc2nnc(-c3ccc([N+](=O)[O-])cc3)o2)c1C	i	0.2
87	CSCCC(NC(=O)COc1ccccc1)C(=O)N1CCN(c2cccc(C(F)(F)F)c2)CC1 (configuration not stated)	i	0.2
88	NC(=O)C1CCN(c2nc(-c3ccccc3C(F)(F)F)cs2)CC1	i	1.9
89	O=C(Nc1cccc(Cl)c1)c1nc[nH]c1C(=O)N1CCN(c2ccccc2)CC1	i	0.4
90	Cc1ccc(S(=O)(=O)N2CCOCC2)cc1NC(=O)COC(=O)CCOc1ccc(C(C)(C)C)cc1	i	0.7
91	CN(CC(=O)OCC(=O)NCc1ccccc1)S(=O)(=O)c1ccc(F)cc1	i	0.3
92	Cc1ccc(C)c(S(=O)(=O)N2CCN(C(=O)c3ccncc3)CC2)c1	i	0.9
93	O=C(CSc1nc2ccccc2c(=O)n1CCCN1CCOCC1)Nc1ccc(Br)cc1	i	1.6
94	COc1ccccc1CCNS(=O)(=O)c1cc2c3c(c1)CCN3C(=O)CC2	i	1.2
95	Cc1c(F)cccc1NS(=O)(=O)c1ccc(N2CCCC2=O)cc1	i	0.6
96	CCN(C[C@H]1N[C@@](C)(C(=O)OC)[C@H]2C(=O)N(C)C(=O)[C@@H]12)C(=O)C1CCCCC1	i	1.1
97	Oc1ccc2ccccc2c1C=NNc1ccccn1	?	nt
98	Cc1cccc(NC(=O)COC(=O)c2nn(C)c(=O)c3ccccc23)c1C	i	1.2
99	CC(C#N)Sc1ccc(S(=O)(=O)N(C)C2CCCCC2)cn1 (configuration not stated)	i	1.1
100	O=C(CNC(=O)c1ccccc1)OCN1C(=O)c2ccccc2C1=O	i	0.5
101	Cn1c(SCC(=O)NC2CCCCC2)nnc1C(F)(F)F	i	0.6
102	CCOc1ccc(OCC)c(NC(=O)C2C3C=CC(O3)C2C(=O)O)c1 (configuration not stated)	i	0.6
103	CC(C)CC1CCCC12NC(=O)NC2=O (configuration not stated)	i	0.5
104	CN(C)CCNC(=O)c1cccc(-c2cnc3c(NC=O)cc(-c4ccc(S(C)(=O)=O)cc4)cn23)c1	i	0.6
105	Cc1cccc(C(=O)OCC(=O)NCc2ccc3c(c2)OCO3)c1C	i	0.4
106	O=C1NC(=S)SC1=Cc1ccccc1Br	i	0.2
107	NC1=NN(c2c(Cl)cc(Cl)cc2Cl)C(=O)C1	i	0.7
